Screening data: PubChem, National Center for Advancing Translational Sciences (NCATS)
FLuc counter: firefly luciferase modulation, counter-screen for miR-21 project; purified FLuc, Km substrates, luminescence inhibition; 360,000 compounds, 6.9% hits; P08659; Potency, µM (titrated, usually from 57.5 µM), inactives show top-dose activity change, negative = inhibition, hits mostly inhibitors;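 further: potency means the concentration at half of the fitted maximal effect; plate controls were vehicle for no effect and reference inhibitor for full effect; nearly all actives have a fitted effect of over 55% in size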
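Purified P. pyralis luciferase, 10 nM final, with Km-level 10 uM D-luciferin and 10 uM ATP in 50 mM Tris acetate pH 7.5, 10 mM Mg acetate, 0.01% Tween-20, 0.05% BSA; 6-point qHTS titration about 60 µM downward; luminescence read.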
Giardia kill: Giardia lamblia killing; Giardia lamblia trophozoite viability; 340,000 compounds, 0.15% hits; activity change, % at 7.66 µM, hits read low; AID 540267; in the data active means activity change below about -80%; inconclusive means between about -30% and that limit;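 further: parasites exposed to compound for two days anaerobically before the ATP read; on the % scale 0 is the no-effect control and ±100 the full control effect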
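ATP-content bioluminescence gauges trophozoite survival. Cells (100/well) receive compound and incubate anaerobically for 48 hrs at 37 deg C; detection reagent follows for 15-30 min at room temperature.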
PKM2 activator: PKM2 (human) enzyme activation; P14618; AID 1631; Potency, µM (top dose mostly 57.5 µM), for the others: top-dose activation, actives largely listed as activators; purified PKM2, Kinase-Glo ATP luminescence, activation; response scale: 0% is enzyme alone, no compound; 260,000 compounds, 0.34% hits; further: potency means the concentration at half of the fitted maximal effect; on the % scale 0 is the no-effect control and ±100 the full control effect; nearly all actives have a fitted effect of over 55% in size
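Purified hPK-M2 (>95%) run at intermediate activity with 0.1 mM ADP and 0.5 mM PEP in 50 mM imidazole pH 7.2, KCl, MgCl2; 1 h room temperature. ATP formed read by Kinase-Glo luminescence; normalized to uninhibited and no-enzyme controls.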
Rab9 prom act: Rab9 promoter activation. Huh7 Rab9 promoter-luciferase reporter, luminescence, 24 h. Potency, µM (titrated, usually from 9.22 µM), for inactives: top-dose activation, negative = inhibition, most hits filed as activators. 320,000 compounds, 2.8% hits. AID 485297; further: potency means the concentration at half of the fitted maximal effect; % of control where 0% means no effect; nearly all actives have a fitted effect of over 60% in size
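Promoter activation is measured as luciferase luminescence in Huh7 cells stably transfected with a Rab9 promoter–luciferase construct, following 24 h compound exposure at 37 °C and 10 min reagent incubation at ambient temperature.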
NPC1 prom act: activators of NPC1 promoter. 320,000 compounds, 2.4% hits. Huh7 NPC1 promoter luciferase reporter, 24 h. Potency, µM (highest dose often 9.22 µM), inactives show at the highest dose activation, hits mostly activators;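 further: potency means the concentration at half of the fitted maximal effect; % of control where 0% means no effect; nearly all actives have a fitted effect of over 60% in size; reporter is driven by a mutant NPC1 promoter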
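Huh7 cells stably carrying NPC1 promoter–luciferase, plated in Opti-MEM with 10% FBS for 2 h, were exposed to compound in DMSO for 24 h at 37 °C; luciferase reagent was added for 10 min and luminescence read.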
Menin MLL FP TR: menin-MLL binding inhibition, Texas Red mutant peptide | O00255 | Menin + Texas Red MLL mutant peptide, fluorescence polarization | Potency, µM (titrated, usually from 61.6 µM), without a hit: top-dose FP activity change, negative = inhibition, usual class: inhibitors | 270,000 compounds, 0.23% hits; active means well fitted inhibition curve with a large enough effect in the polarisation, with a control signal flat, not every such curve was filed as active; inconclusive means small, poorly fitted or top-dose-only effect, or effect the other way, or a change in a side signal; inactive means no such curve, though single readings can be large or run the other way; the % refers to the polarisation; further: potency means the concentration at half of the fitted maximal effect; % of control where 0% means no effect; many of its hits are not listed in these tables
Target sequence (O00255 whole entry, looked up): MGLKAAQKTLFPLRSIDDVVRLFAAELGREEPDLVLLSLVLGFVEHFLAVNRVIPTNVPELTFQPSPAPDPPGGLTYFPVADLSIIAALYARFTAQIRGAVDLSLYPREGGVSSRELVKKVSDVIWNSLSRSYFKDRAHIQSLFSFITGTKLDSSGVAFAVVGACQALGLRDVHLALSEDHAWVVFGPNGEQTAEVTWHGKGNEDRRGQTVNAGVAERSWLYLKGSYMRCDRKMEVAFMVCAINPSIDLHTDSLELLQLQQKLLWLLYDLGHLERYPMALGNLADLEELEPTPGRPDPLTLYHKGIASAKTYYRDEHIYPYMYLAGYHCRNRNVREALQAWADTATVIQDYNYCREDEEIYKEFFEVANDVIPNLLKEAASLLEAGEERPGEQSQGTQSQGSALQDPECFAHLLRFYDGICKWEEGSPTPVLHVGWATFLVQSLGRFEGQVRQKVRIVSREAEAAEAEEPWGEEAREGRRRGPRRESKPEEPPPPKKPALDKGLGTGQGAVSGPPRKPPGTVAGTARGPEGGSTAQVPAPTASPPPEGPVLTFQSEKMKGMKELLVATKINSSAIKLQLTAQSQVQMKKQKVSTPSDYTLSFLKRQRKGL
VP16 counter: Gal4-VP16 reporter inhibition counter-screen | Drosophila S2 Gal4-VP16 UAS-luciferase, luminescence, 20 h | Potency, µM (highest dose often 53.6 µM), without a hit: top-dose activity, negative = inhibition, usual class: inhibitors | 310,000 compounds, 3.5% hits | AID 2546;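 further: Gal4-VP16 expression switched on by copper sulfate through the metallothionein promoter; potency means the concentration at half of the fitted maximal effect; on the % scale 0 is the no-effect control and ±100 the full control effect; nearly all actives have a fitted effect of over 50% in size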
ELG1 genotoxic: inducers of genotoxicity in HEK293T ELG1-luciferase cells | HEK293T ELG1-luciferase reporter, luminescence, 16 h | 330,000 compounds, 1.3% hits | Potency, µM (doses to about 46 µM), without a hit: top-dose activity change, positive = activation, actives largely listed as activators; further: potency means the concentration at half of the fitted maximal effect; % of control where 0% means no effect; nearly all actives have a fitted effect of over 60% in size
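After overnight (16 hr) compound treatment at 37 °C, ELG1-luciferase HEK293T cells were lysed with ONE-Glo; luminescence quantified 30 min later at room temperature.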
RORgamma inh: blocks mouse ROR gamma transcriptional activity; P51450; Drosophila S2 Gal4-RORgamma UAS-luciferase reporter, 20 h; Potency, µM (titrated, usually from 53.6 µM), for inactives: top-dose activity change, negative = inhibition, usual class: inhibitors; 310,000 compounds, 5.4% hits; further: potency means the concentration at half of the fitted maximal effect; on the % scale 0 is the no-effect control and ±100 the full control effect; nearly all actives have a fitted effect of over 60% in size
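Drosophila Schneider cells stably carrying a metallothionein-driven Gal4 DBD–ROR gamma fusion and a UAS-Photinus luciferase reporter were exposed to compound for 1 hr, then induced with copper sulfate (700 uM final) for 20 hr at ambient temperature before luminescence reading.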
p53 reactivator: restores transcriptional activity of mutant p53 | H1299 p53-A138V BP100-luciferase reporter, luminescence, 24 h | Potency, µM (series often up to 92.2 µM), without a hit: at the highest dose activity change, positive = activation, usual class: activators | 320,000 compounds, 0.063% hits; further: potency means the concentration at half of the fitted maximal effect; % of control where 0% means no effect; nearly all actives have a fitted effect of over 45% in size
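H1299 (p53-null), stable ts p53-A138V + BP100-Luc; 1000 cells/well, Opti-MEM/10% FBS; cpd 4 pt, 1:5; 24 h, 37 deg C, 5% CO2; detection reagent 10 min RT; luminescence.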
BRCA1 expr up: activators of BRCA1 expression; MCF7-BRCA1-FFLuc reporter, luminescence, 48 h; response scale: scaled: vehicle 0%, 10 µM genistein 100%; Potency, µM (titrated, usually from 46.1 µM), without a hit: at the top dose activation, most hits filed as activators; 380,000 compounds, 1.1% hits; further: potency means the concentration at half of the fitted maximal effect; nearly all actives have a fitted effect of over 80% in size; some results filed as inactive show a strong effect at the top dose
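Quantitative HTS in MCF7 cells stably reporting BRCA1 expression via firefly luciferase. Compound treatment lasts 48 h at 37 °C in phenol-red free MEM. Activation is expressed relative to genistein at 10 microM and DMSO.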
An asterisk follows results filed as active; u = inconclusive; x = not tested or not shown; [ ] = another dose, or the depositor's remark. Unless noted, the call rests on the fitted dose curve; in most records, active means well fitted curve in the direction sought with a large enough effect; inconclusive means small, poorly fitted or top-dose-only effect, or another doubt; inactive means no such curve, though single readings can be large; an effect the other way counts as inactive or inconclusive. Some of the compounds tested; count on the stated rates, not on these rows.

compound,FLuc counter,Giardia kill,PKM2 activator,Rab9 prom act,NPC1 prom act,Menin MLL FP TR,VP16 counter,ELG1 genotoxic,RORgamma inh,p53 reactivator,BRCA1 expr up
Cn1c2c(c(=O)n(C)c1=O)C1(C(=O)Nc3ccccc31)C(C#N)=C(N)O2 (centres undefined),0%,-4,1%,5%,-2%,x,u,-5%,u,-7%,11%
CSc1ccc(Cl)c(C(=O)OCC(=O)NCC(C)C)c1,-6%,42[activator],3%,-1%,0%,x,17%,-1%,31%,1%,5%
Cc1cccc(N2CCN(C(=O)c3cccc(N4C(=O)C5C6C=CC(C6)C5C4=O)c3)CC2C)c1 (centres undefined),2%,24,x,2%,-1%,u,3%,-11%,u,-8%,-15%
CCN(c1ccccc1)S(=O)(=O)c1ccc2[nH]cc(C(=O)N3CCOCC3)c(=O)c2c1,1%,-6,0%,1%,0%,9%,5%,-1%,-27%,2%,7%
O=S(=O)(c1cccs1)N1CCN(c2cccc(Cl)c2)CC1,5%,7,x,2%,11%,u,12%,-8%,44%,5%,-6%
O=C(NCCCl)c1ccc(OCc2ccccc2)cc1Cl,u,-15,28%,1.6µM*,u,u,u,12%,-1%,9%,12%
CC(C)(C)c1cc(C(=O)Nc2cccnc2)cc(C(=O)Nc2cccnc2)c1,-1%,36[activator],x,0%,1%,12%,-3%,-5%,11%,0%,-48%
CCOC(=O)N/N=C1\CC(C)S(=O)(=O)c2ccc(Cl)cc21 (centres undefined),-2%,17,2%,-1%,-5%,x,-12%,0%,2%,-3%,-20%
CCn1c(=O)c(C(=O)CN(C)CC(=O)Nc2ccccc2Br)c(N)n(Cc2ccccc2)c1=O,6%,-25,x,-7%,-12%,x,x,-2%,x,4%,-44%
NC(=S)N/N=C/c1cccc(/C=N/NC(N)=S)c1,-11%,9,-16%,-1%,0%,x,0%,1%,-23%,0%,0%
O=C(O/N=C/c1ccc2c(c1)OCO2)c1ccccc1Cl,0.95µM*,x,-16%,5%,5%,-1%,-17%,2%,40%,3%,x
COC(=O)c1ccc2c(c1)c(C#Cc1ccccc1)c(-c1ccccc1)n2C,x,7,x,x,x,28%,3%,13%,-7%,u,32%
O=C(Cc1n[nH]c(=O)[nH]c1=O)N/N=C/c1ccccc1O,-12%,-9,5%,-10%,-5%,27%,-2%,2%,-28%,11%,-5%
O=C(O)c1cccc(N/C(=N\S(=O)(=O)c2ccccc2)c2ccccc2)c1,-14%,10,-2%,-1%,-4%,6%,-5%,1%,-1%,2%,12%
COc1cc(OC)nc(Oc2cc(C=O)ccc2OC)n1,-1%,-5,x,3%,0%,2%,3%,2%,-7%,4%,-22%
O=C(N/N=C/C(Br)=C/c1ccccc1)c1n[nH]c2c1CCC2,2.7µM*,3,2%,0%,u,x,u,u,u,u,-48%
CC(=O)Nc1ccc(CN2CCN(C3CCCCC3)C(CCO)C2)cc1 (centres undefined),2%,-1,4%,-4%,0%,5%,-3%,0%,3%,0%,1%
CC(=O)NC(Cc1ccc(F)cc1)C(=O)NC1CCN(C(=O)Nc2ccccc2C)CC1 (centres undefined),3%,7,-2%,-3%,1%,-27%,2%,0%,7%,4%,-1%
O=C(C1CCCO1)N1CCN(C(=S)Nc2ccc(Br)cc2)CC1 (centres undefined),4%,-1,-2%,17%,-1%,x,3%,-2%,-18%,2%,-13%
S=C1NCN(Cc2ccco2)CN1c1cccc2ccccc12,1%,-6,3%,-3%,4%,x,u,-5%,5µM*,0%,-10%
COc1cccc(CN2C(=O)N(C(C)C)C(N(O)C(=O)NC(C)C)C2(C)C)c1OC (centres undefined),-2%,24,6%,-5%,-2%,5%,-6%,-2%,-7%,1%,-8%
Cc1ccc(S(=O)(=O)N(C(=O)c2ccncc2)c2ccc(OC(=O)c3ccncc3)c3ccccc23)c(C)c1,-14%,11,23%,2%,3%,12%,u,-30%[inhibitor],u,-17%,-62%
CCCc1cc(=O)[nH]c(SCc2cccnc2)n1,-4%,-27,-19%,-4%,4%,-5%,-2%,-1%,-11%,7%,-21%
O=C(O)c1ccccc1NS(=O)(=O)c1cccc2nsnc12,-9%,-4,1%[11.5 µM],-4%,1%,20%,-6%,-4%,-1%,2%,-13%
COCCNC(=O)C1CC2Cn3c(nc4cc(C)c(C)cc43)C2N1C (centres undefined),-5%,0,-3%,0%,-1%,x,-2%,4%,-4%,2%,31%
Cn1c(=O)cc(SCC(=O)N2CCCC2)c2ccccc21,0%,-4,5%,1%,-2%,7%,11%,u,-29%,-8%,-28%
Cc1ccc(N(CC(=O)NCCSc2ccccn2)S(=O)(=O)c2ccc(F)cc2)cc1,-1%,6,4%,-12%,-6%,-4%,-11%,-2%,10%,13%,-15%
COc1cc(/C=N/NC(=O)c2ccc(N3CCCC3=O)cc2)ccc1O,u,-2,-1%,4µM*,2.5µM*,x,7%,u,17%,25%,-43%
CCN(Cc1ccccc1)C(c1ccc(C)cc1)c1nnnn1C(C)(C)C (centres undefined),5%,-21,2%,1%,3%,-10%,-2%,-2%,3%,-1%,-35%
CN(C(=O)C1CCC1C(=O)O)c1nc(-c2ccc(Cl)s2)cs1 (centres undefined),u,-7,0%,-2%,4%,x,6%,2%,17%,10%,0%
Cc1cc(NCCCCO)n2c(nc3ccccc32)c1C#N,-3%,13,-3%,-2%,-6%,13%,-6%,0%,-9%,-7%,46%
COc1ccccc1NC(=O)C(C)OC(=O)c1cc2ccccc2[nH]1 (centres undefined),-1%,22,x,-16%,-8%,x,x,-1%,x,6%,-52%
CC(C)(CC(=O)O)CC(=O)Nc1ccc2c(c1)ncn2CCc1ccccc1,0%,-8,x,-2%,-2%,11%,-5%,-1%,7%,2%,19%
CCn1c(SCC(=O)Nc2oc(-c3ccccc3)c(-c3ccccc3)c2C#N)nnc1-c1ccncc1,1%,26,-2%,-2%,-2%,2%,-12%,-9%,1%,1%,-23%
O=C(/C=C/c1cccc(OCc2ccccc2)c1)c1cccnc1,u,21,22%,-10%,0%,5%,u,-7%,-103%,-34%[inhibitor],-3%
O=S(=O)(c1cccc(-c2nnc(SC(F)F)n2-c2ccccc2)c1)N1CCCCC1,1%,16,0%,-4%,0%,-18%,-28%,-17%,29%,-6%,-23%
CC(C)CCOc1ccc(/C=N/N2C(=O)CSC2=S)cc1,u,10,x,5%,4%,x,u,-3%,4.5µM*,9%,-11%
Cc1ccc(S(=O)(=O)N2CCN(C(=O)c3ccc4ccccc4n3)CC2)c(C)c1,u,1,x,28%,0%,x,x,11%,x,u,45%
CN(Cc1c(F)cccc1Cl)C(=O)CCc1c[nH]c2ccccc12,-12%,12,x,3%,1%,1%,-10%,1%,u,-3%,7%
Cc1nc(CC(=O)c2c(C)cc(O)cc2O)cs1,-1%,26,0%,-2%,-13%,3%,u,-4%,u,0%,-30%
COCCN(C(=O)COC(=O)c1cccnc1SC)c1c(N)n(Cc2ccccc2)c(=O)[nH]c1=O,5%,0,x,1%,-1%,x,x,3%,x,-6%,-28%

Structures shown so far with a COOH group:
compound,FLuc counter,Giardia kill,PKM2 activator,Rab9 prom act,NPC1 prom act,Menin MLL FP TR,VP16 counter,ELG1 genotoxic,RORgamma inh,p53 reactivator,BRCA1 expr up
O=C(O)c1cccc(N/C(=N\S(=O)(=O)c2ccccc2)c2ccccc2)c1,-14%,10,-2%,-1%,-4%,6%,-5%,1%,-1%,2%,12%
O=C(O)c1ccccc1NS(=O)(=O)c1cccc2nsnc12,-9%,-4,1%[11.5 µM],-4%,1%,20%,-6%,-4%,-1%,2%,-13%
CN(C(=O)C1CCC1C(=O)O)c1nc(-c2ccc(Cl)s2)cs1 (centres undefined),u,-7,0%,-2%,4%,x,6%,2%,17%,10%,0%
CC(C)(CC(=O)O)CC(=O)Nc1ccc2c(c1)ncn2CCc1ccccc1,0%,-8,x,-2%,-2%,11%,-5%,-1%,7%,2%,19%
